Screening data as filed in PubChem.
Vif-A3G inh: Vif-A3G binding inhibition; Q9HC16; HeLa A3G-eYFP + Vif (tagged APOBEC3G with the HIV-1 protein that degrades it), YFP fluorescence, overnight; Potency, µM (doses to about 46.1 µM), for the others: top-dose activity, negative = active, actives largely listed as inhibitors; 0.076% of 410,000 active; AID 602310;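 further: potency means the concentration at half of the fitted maximal effect; on the % scale 0 is the no-effect control and ±100 the full control effect; nearly all actives have a fitted effect of over 60% in size; hits raise eYFP signal because A3G escapes Vif-driven loss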
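HeLa cells stably expressing Vif and C-terminally eYFP-tagged A3G, seeded overnight at 37 deg C, then exposed to compound by pintool overnight at 37 deg C. Rise in yellow fluorescence (Ex 488/Em 500-530, Acumen) marks blocked Vif-driven A3G degradation.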
LDHA block: LDHA (human) enzyme inhibition. 0.15% of 480,000 active. P00338. purified LDHA, NADH/diaphorase-resazurin fluorescence; hits give low values. AID 1347041. activity change, % (values are at about 110 or 230 µM); in the data active means activity change below about -30%; inconclusive means mostly about -25% to -30%;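 further: plate controls were DMSO wells for no effect and wells without enzyme for full effect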
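Human LDH5 (2 nM) was incubated with 0.06 mM NADH and 0.2 mM pyruvate for 5 min at room temperature in Tris pH 7.4. Remaining NADH was coupled through diaphorase/resazurin, and resorufin fluorescence was read at 0 and 20 min.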
D2 ag: D2 dopamine receptor (human) agonism | P14416 | HEK293 T-REx D2 cells, calcium flux agonist mode | activation, % at 2 µM | 0.53% of 340,000 active;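 active means activation over 3 SD above normal in the single-dose calcium agonist read, cut at about 30% in these data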; further: 0% is about no effect
Target sequence (P14416 whole entry, looked up): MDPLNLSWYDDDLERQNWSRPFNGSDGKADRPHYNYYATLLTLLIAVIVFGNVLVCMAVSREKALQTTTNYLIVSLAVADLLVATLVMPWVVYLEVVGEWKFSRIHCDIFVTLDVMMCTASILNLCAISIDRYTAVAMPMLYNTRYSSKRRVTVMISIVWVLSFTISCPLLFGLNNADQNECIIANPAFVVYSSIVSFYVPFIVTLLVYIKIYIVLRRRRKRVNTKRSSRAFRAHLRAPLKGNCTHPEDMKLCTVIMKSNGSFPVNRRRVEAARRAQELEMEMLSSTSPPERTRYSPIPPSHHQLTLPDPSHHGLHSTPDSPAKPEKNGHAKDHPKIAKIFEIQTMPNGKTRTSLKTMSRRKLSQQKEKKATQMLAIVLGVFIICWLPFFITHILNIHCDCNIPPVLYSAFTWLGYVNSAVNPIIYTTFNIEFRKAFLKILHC
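Agonism is scored from calcium flux in a force-coupled, inducible HEK293 cell line expressing D2, read kinetically for 180 s after compound addition against dopamine controls.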
12-LOX inh: inhibitors of human 12S-lipoxygenase ALOX12. 1.1% of 580,000 active. P18054. Potency, µM (doses to about 108 µM), inactives show at the top dose activity change, negative = inhibition, actives largely listed as inhibitors. AID 1671190. purified 12hLO, xylenol orange hydroperoxide absorbance; further: potency means the concentration at half of the fitted maximal effect; on the % scale 0 is the no-effect control and ±100 the full control effect
Target sequence (P18054 whole entry, looked up): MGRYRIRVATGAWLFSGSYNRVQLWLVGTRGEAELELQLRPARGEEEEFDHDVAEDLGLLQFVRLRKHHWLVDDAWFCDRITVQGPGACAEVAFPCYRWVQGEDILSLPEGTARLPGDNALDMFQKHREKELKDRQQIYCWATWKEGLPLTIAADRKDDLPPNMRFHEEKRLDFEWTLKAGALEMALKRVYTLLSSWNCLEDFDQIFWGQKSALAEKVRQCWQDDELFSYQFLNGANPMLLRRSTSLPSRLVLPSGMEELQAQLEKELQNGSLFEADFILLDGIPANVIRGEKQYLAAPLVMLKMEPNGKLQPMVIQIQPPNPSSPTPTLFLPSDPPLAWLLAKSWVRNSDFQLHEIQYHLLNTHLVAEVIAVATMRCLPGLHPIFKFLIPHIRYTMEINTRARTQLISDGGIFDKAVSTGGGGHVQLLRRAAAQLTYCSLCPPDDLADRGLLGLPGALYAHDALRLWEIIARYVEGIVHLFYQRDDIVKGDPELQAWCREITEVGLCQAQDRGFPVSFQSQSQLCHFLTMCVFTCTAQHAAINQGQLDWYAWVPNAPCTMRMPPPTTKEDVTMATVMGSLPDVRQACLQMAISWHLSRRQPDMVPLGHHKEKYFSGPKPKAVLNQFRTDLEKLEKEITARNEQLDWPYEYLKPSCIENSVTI
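Purified human 12hLO at 150 nM in 25 mM Hepes, 0.01% Triton X-100, pH 7.0, preincubated 15 min at room temperature with compound. Reaction started with 40 uM arachidonic acid, 30 min at room temperature. Hydroperoxide measured by Fe-xylenol orange, 573/405 nm absorbance ratio.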
RGS4 inhibitor: blocks human RGS4-accelerated GTP hydrolysis; Potency, µM (highest dose often 114 µM), without a hit: at the top dose activity change, negative = inhibition, actives largely listed as inhibitors; 0.039% of 390,000 active; AID 504845; Transcreener GDP fluorescence polarization, RGS4-accelerated GTP hydrolysis; P49798; further: potency means the concentration at half of the fitted maximal effect; on the % scale 0 is the no-effect control and ±100 the full control effect; nearly all actives have a fitted effect of over 75% in size; some results filed as inactive show a strong effect at the top dose
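MLSMR compounds (23 nl, pin-transferred) preincubated 10 min at room temperature with a 500nM (2x) first reagent, then RGS4 at 900nM (2x) plus Transcreener GDP mix added; fluorescence polarization (620/688 nm) read before and after 90 min at 30 °C.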
D2 antag: antagonists of human D2 dopamine receptor. P14416. HEK293 TREx D2 cells, calcium flux, dopamine EC80. inhibition, % at 10 µM. 2% of 340,000 active. AID 485344; in the data active means inhibition above about 30%; further: 0% is about no effect
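Calcium mobilization kinetics were recorded at 1 s intervals in tetracycline-induced HEK293 T-REx D2 cells, first for 180 s after compound addition and then 180 s after EC80 dopamine.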
ERG Ets-DNA blk: ERG Ets/DNA interaction inhibition; Potency, µM (series often up to 76.9 µM), inactives show at the top dose FP activity, negative = inhibition, usual class: inhibitors; P11308; 0.028% of 370,000 active; fluorescence polarization, His-ERG Ets domain / labelled DNA; active means well fitted inhibition curve with a large enough effect in the polarisation, with a control signal flat; inconclusive means small, poorly fitted or top-dose-only effect, or effect the other way, or a change in a side signal; inactive means no such curve, though single readings can be large or run the other way; the % refers to the polarisation;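 further: polarization taken with two DNA probes labelled with fluorescein and Texas red; potency means the concentration at half of the fitted maximal effect; % of control where 0% means no effect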
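His-tagged ERG Ets domain (1 uM in the protein solution; 300mM KCl, 50mM Tris-HCl, 1mM EDTA, 1mM DTT, pH 7.5) received compound, then a probe mix of 5 nM fluorescein-DNA and 100nM Texas-615-DNA. Fluorescence polarization was read for both dyes.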
Vif-APOBEC3F blk: blocks the Vif interaction with APOBEC3F; HeLa A3F-eYFP + Vif (tagged APOBEC3F with the HIV-1 protein that degrades it), YFP fluorescence increase; 0.2% of 390,000 active; Potency, µM (titrated, usually from 46.1 µM), for inactives: top-dose activity, negative = active; further: potency means the concentration at half of the fitted maximal effect; % of control where 0% means no effect; nearly all actives have a fitted effect of over 65% in size
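HeLa cells stably expressing Vif plus C-terminally eYFP-tagged A3F were seeded, incubated overnight at 37 deg C, dosed with compound, incubated overnight again at 37 deg C. Yellow fluorescence (Ex 488/Em 500-530) reported blocked Vif-mediated A3F-eYFP degradation.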
GRP78 ERSR act: induces the endoplasmic reticulum stress response in human glioma cells; U87-MG GRP78 promoter luciferase reporter, 16 h; Potency, µM, for inactives: top-dose activation, hits mostly activators; 0.02% of 420,000 active; AID 602332; further: potency means the concentration at half of the fitted maximal effect; series mostly up to about 76 µM; % of control where 0% means no effect; nearly all actives have a fitted effect of over 35% in size
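ERSR induction read as luciferase luminescence (Bright-Glo, 10 min at room temperature) in stably transfected human U87-MG glioma cells exposed to compounds for 16 h, using GRP78 as sensor.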
* hit, by the source's call; ? = inconclusive; . = not tested or not shown; & = joins results of further samples; [ ] = another dose, or the depositor's remark. Unless noted, the call rests on the fitted dose curve; in most records, active means well fitted curve in the direction sought with a large enough effect; inconclusive means small, poorly fitted or top-dose-only effect, or another doubt; inactive means no such curve, though single readings can be large; an effect the other way counts as inactive or inconclusive. The list is partial; the hit share may differ from the screen's.

SMILES	Vif-A3G inh	LDHA block	D2 ag	12-LOX inh	RGS4 inhibitor	D2 antag	ERG Ets-DNA blk	Vif-APOBEC3F blk	GRP78 ERSR act
CC12CCC(=O)N1C(C(=O)O)Cc1c2[nH]c2ccccc12 (stereo not drawn)	3%	-1	0.1	-80%	-24%	-4	4%	-5%	-3%
C=CCn1c(NCc2ccco2)nc2ccccc21	4%	-2	.	?	-18%	.	5%	0%	-2%
Cc1ccc(S(=O)(=O)Nc2ccc(-c3cn4ccc(C)cc4n3)cc2)cc1	1%	-10	1.6	-13%	11%	2	4%	2%	1%
C[C@@H]1[C@H]2[C@@H]3CC[C@@H](C3)[C@H]2CN[C@H]1c1cn(Cc2ccccc2)c2ccccc12	-8%	-3	.	?	10%	.	-15%	-15%	1%
COC(=O)CN(C#N)c1nc(OC)nc(N(C)C)n1	3%	-2	0.6	-16%	18%	-18	4%	-13%	-1%
CCc1cc(=O)oc2cc(OCC(=O)NC3CC(C)(C)NC(C)(C)C3)ccc12	1%	-5&8	0.2	-2%&7%	5%	-12	-4%	6%	-1%
CCOC(CNC(=O)c1ccc(CNC(=O)c2ccc(OC)c(OC)c2)cc1)OCC	0%	-2	-0.6	43%[activator]	-19%	-9	9%	-11%	-6%
CC(=O)c1ccc(N2CCN(c3ccc(NC(=O)c4ccc(F)cc4)cc3C(=O)O)CC2)cc1	3%	-6	0.6	?	30%	.	-4%	-2%	-3%
O=C(CCN1C(=O)C2CC=C(Cl)CC2C1=O)N1CCCCC1 (stereo not drawn)	3%	3	0.9	-8%	1%	-1	-4%	-16%	-2%
COc1ccc(NC(=O)CN(C)C(=O)c2cc(-c3ccco3)nc3ccccc23)cc1	-1%	-4	0.1	?	-4%	-12	0%	1%	-3%
Cc1ccc(C(=O)CCC(=O)OCC(=O)Nc2nnc(-c3ccccc3)o2)cc1	1%	-3	0.3	?	9%	-2	-1%	-6%	-4%
CCOc1ccc(OCCn2ccnc2)cc1	1%	?	-0.8	-17%	16%	-3	-1%	-9%	-1%
CCC(=O)N1c2ccccc2CC1C(=O)NCCc1ccccc1Cl (stereo not drawn)	0%	2	1.3	-18%	0%	.	8%	1%	-4%
CC(=O)c1ccc(Nc2c([N+](=O)[O-])ccc3nonc23)cc1	-1%	-4	0.8	0%	19%	-16	-1%	-7%	-7%
Cc1ccc(CNC(=O)C(=O)NCC(c2cccnc2)N2CCN(c3ccc(F)cc3)CC2)cc1 (stereo not drawn)	4%	-4	0.8	-13%	0%	.	1%	-1%	-2%
Cc1ccc(NCC(=O)N/N=C/c2ccc(-c3cccc(C(F)(F)F)c3)o2)cc1	-1%	1	1.7	24%	-21%	-2	.	8%	-1%
O=C(c1ccc(-n2cccc2)cc1)N1CCN(Cc2ccccc2)CC1	-1%	0	-0.6	-3%	45%	3	-5%	0%	1%
CC(=O)c1ccc(OCc2ccc(Oc3c(Cl)cccc3[N+](=O)[O-])cc2)cc1	4%	-7	0.3	8%	-2%	0	?	1%	-1%
Cc1ccc(N)c([N+](=O)[O-])c1	-2%	-6	.	0%	8%	.	-7%	0%	-1%
Cc1ccccc1NC(=O)Nc1nc(CN)cs1	0%	11	.	6%	.	.	.	.	-3%
CCOCCc1nn2c(=O)cc(COC(=O)c3ccccc3NC(=O)CC(C)C)nc2s1	-3%	1	0.4	-19%	-34%	.	1%	-11%	-1%
CCOc1ccc(-n2ccnc2SCC(=O)Nc2ccc3c(c2)OCO3)cc1	2%	-8	0.2	5%	3%	.	-8%	1%	-2%
CCN(CC)CC(O)Cn1c(-c2cccc(Cl)c2)nc2cc(C)c(C)cc21 (stereo not drawn)	-1%	-3	-0.6	56%[activator]	10%	-6	-3%	-3%	3%
COc1cccc(NC(=O)CN2CCCCCC2)c1	4%	-1	4.8	-8%	20%	1	-3%	0%	1%
O=C(/C=C/c1ccccc1)NC(=S)Nc1ccccc1	2%	-6	0.4	?	4%	-15	-7%	-6%	1%

Remaining list, next part:
SMILES	Vif-A3G inh	LDHA block	D2 ag	12-LOX inh	RGS4 inhibitor	D2 antag	ERG Ets-DNA blk	Vif-APOBEC3F blk	GRP78 ERSR act
O=C(Nc1cc(S(=O)(=O)N2CCCCCC2)ccc1OCC(F)(F)F)c1cnccn1	-4%	-2	-0.2	0%	-12%	8	-10%	12%	-3%
CCOC(=O)c1ccccc1NC(=O)c1c(C)oc2ncnc(N3CCOCC3)c12	5%	3	.	-29%	-11%	.	-4%	0%	-2%
O=C(CC[C@H]1O[C@@H](n2ccc(=O)[nH]c2=O)[C@H](O)[C@@H]1O)NCc1cccc2ccccc12	1%	-1	.	-3%	.	.	.	.	3%
CCCCNc1nc2c(S(=O)(=O)c3ccc(C)cc3)nnn2c2ccsc12	6%	3	1.1	-14%	0%	.	1%	-2%	-5%
COc1cccc(C2=NOC(C(=O)N3CCc4ccccc4C3)C2)c1 (stereo not drawn)	-18%	-4	-1.3	445%[activator]	-5%	15	-5%	-25%	4%
Cn1nc(C(C)(C)C)cc1C(=O)NCc1ccc2c(c1)OCO2	4%	-3	0.9	-9%	8%	-18	-5%	-5%	0%
COc1ccc(NC(=O)CCN2C(=O)C3CC=C(Cl)CC3C2=O)cc1 (stereo not drawn)	-7%	-1	1.3	13%	5%	-1	4%	0%	1%
Cc1ccc(NC(=O)CN(C)C(=O)CCC(=O)N2CCOCC2)cc1	-1%	-2	0.0	2%	-1%	5	10%	-4%	-2%
N#CCCN(C(=S)NC(=O)C1CCCCC1)c1ccccc1F	1%	-3	.	?	-23%	.	?	-10%	-3%
CCC(=O)Nc1ccc(/C(C)=N\NC(=O)c2ccc(C)s2)cc1	1%	-2	-1.1	?	-33%	-2	0%	.	2%
c1cn2cc(-c3ccc(CN4CCOCC4)cc3)ccc2n1	0%	-2	.	2%	.	.	.	.	-3%
CCOC(=O)C1=C(C)Nc2nc(C)nn2C1c1ccc(OC)c(OC)c1 (stereo not drawn)	2%	5	-0.1	8%[57.4 µM]	20%	-6	13%	7%	-2%
Cc1cccc(OCC(=O)Nc2ccccc2N2CCN(C)CC2)c1	-3%	-8	-0.2	-5%	27%	24	1%	7%	0%
COc1ccc(N/C(C)=C2/C(=O)C(=O)N(CCO)C2c2ccc([N+](=O)[O-])cc2)cc1 (stereo not drawn)	0%	3	2.0	?	-28%	1	-2%	-5%	8%
COC(=O)CCC(=O)OC1(C)C(=O)C=C2C=C(C3CC3)N(CCc3ccccn3)C=C2C1=O (stereo not drawn)	-10%	18	-0.7	0%	-27%	-7	-1%	-1%	-1%
COc1ccccc1N(CC(=O)NCC1CCCO1)C(=O)CNS(=O)(=O)c1ccccc1 (stereo not drawn)	0%	-5	-0.5	-2%	-3%[56.9 µM]	3	-3%	1%	-1%
CN(CCN1CCOCC1)C(=O)CC1C(=O)NCCN1Cc1ccccc1F (stereo not drawn)	1%	-7	0.6	?	15%	4	-5%	-8%	-5%
COc1cc(OC)cc(C(=O)Nc2ccc3nc(N4CCCCC4)cc(C)c3c2)c1	0%	-1	-0.5	-1%	-7%	.	1%	4%	1%
CCOC(=O)N1CCN(c2cc(=O)n(-c3ccccc3Cl)c(=O)[nH]2)CC1	-2%	-5	0.2	-9%	1%	-12	5%	-2%	-3%
CCCCCCCC(=O)OC(CN1CCCCCC1)CN1CCCC1=O (stereo not drawn)	-1%	-10	-1.7	12%	-26%	-5	-12%	0%	-7%
CCS(=O)(=O)C1=NSC2=NC(=O)/C(=C\c3cc(C)n(-c4cccc(OC)c4)c3C)C(=N)N21	1%	0	-0.5	-18%	-12%[11.4 µM]	7	-6%	-9%	3%
COc1cccc(CNC(=S)Nc2cc(C)ccc2C)c1	0%	-9	0.3	?	8%	4	-5%	-7%	2%
C=CCNc1nc(Nc2ccc([N+](=O)[O-])cc2)nc(OCC)n1	1%	-1	.	-19%	-24%	.	10%	-6%	-3%
Cc1ccc(C(=O)/C=C\NCc2ccccc2)cc1	0%	-4	1.9	15%	-40%	-3	7%	5%	-1%
O=C(Nc1ccc2oc(-c3ccc(F)cc3)nc2c1)c1ccccc1F	0%	-6&-3	14	-4%&2%	-2%	-1	-2%	-13%	2%
COc1ccc(CCNc2oc(/C=C/c3cc(OC)c(OC)c(OC)c3)nc2C#N)cc1OC	-2%	-2	2.1	-20%	-11%	.	-3%	3%	0%
CCCCN1C(=O)c2ccc(C(=O)Nc3cccc(C)c3C)cc2C1=O	-5%	-1	-0.5	166%[activator]	13%	-4	0%	5%	1%
COC(=O)C1=C(C(C)=O)C(c2ccc(C(=O)OC)cc2)n2nnnc2N1 (stereo not drawn)	-16%	-1	0.5	?	-11%	-4	-19%	0%	-4%
O=C(CNc1cccc(S(=O)(=O)N2CCCC2)c1)Nc1cccc(F)c1	-3%	-5	-0.1	9%	6%	9	-1%	?	-2%

Molecules from the list above that contain a thiophene ring, fused or not (2):
SMILES	Vif-A3G inh	LDHA block	D2 ag	12-LOX inh	RGS4 inhibitor	D2 antag	ERG Ets-DNA blk	Vif-APOBEC3F blk	GRP78 ERSR act
CCCCNc1nc2c(S(=O)(=O)c3ccc(C)cc3)nnn2c2ccsc12	6%	3	1.1	-14%	0%	.	1%	-2%	-5%
CCC(=O)Nc1ccc(/C(C)=N\NC(=O)c2ccc(C)s2)cc1	1%	-2	-1.1	?	-33%	-2	0%	.	2%

Look-ups from the results shown.
O=C(c1ccc(-n2cccc2)cc1)N1CCN(Cc2ccccc2)CC1 @ LDHA block = 0
Cn1nc(C(C)(C)C)cc1C(=O)NCc1ccc2c(c1)OCO2 @ RGS4 inhibitor = 8%
